Source: PubChem (several laboratories)
DSG3 Ab inh: inhibitors of pemphigus antibody binding to human desmoglein-3; P32926; DSG3-coupled beads, scFv-anti-DSG3-GFP binding, flow cytometry; stronger effect = lower value; binding (percent of control), % at 10 µM; actives 0.48% (n = 310,000);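 active = binding more than 3 SD below its plate's average and above zero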;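 note: hits lower antibody fragment binding to DSG3; some compounds called inactive have numbers as strong as hits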
Target sequence (P32926 whole entry, looked up, the tested form may be a part): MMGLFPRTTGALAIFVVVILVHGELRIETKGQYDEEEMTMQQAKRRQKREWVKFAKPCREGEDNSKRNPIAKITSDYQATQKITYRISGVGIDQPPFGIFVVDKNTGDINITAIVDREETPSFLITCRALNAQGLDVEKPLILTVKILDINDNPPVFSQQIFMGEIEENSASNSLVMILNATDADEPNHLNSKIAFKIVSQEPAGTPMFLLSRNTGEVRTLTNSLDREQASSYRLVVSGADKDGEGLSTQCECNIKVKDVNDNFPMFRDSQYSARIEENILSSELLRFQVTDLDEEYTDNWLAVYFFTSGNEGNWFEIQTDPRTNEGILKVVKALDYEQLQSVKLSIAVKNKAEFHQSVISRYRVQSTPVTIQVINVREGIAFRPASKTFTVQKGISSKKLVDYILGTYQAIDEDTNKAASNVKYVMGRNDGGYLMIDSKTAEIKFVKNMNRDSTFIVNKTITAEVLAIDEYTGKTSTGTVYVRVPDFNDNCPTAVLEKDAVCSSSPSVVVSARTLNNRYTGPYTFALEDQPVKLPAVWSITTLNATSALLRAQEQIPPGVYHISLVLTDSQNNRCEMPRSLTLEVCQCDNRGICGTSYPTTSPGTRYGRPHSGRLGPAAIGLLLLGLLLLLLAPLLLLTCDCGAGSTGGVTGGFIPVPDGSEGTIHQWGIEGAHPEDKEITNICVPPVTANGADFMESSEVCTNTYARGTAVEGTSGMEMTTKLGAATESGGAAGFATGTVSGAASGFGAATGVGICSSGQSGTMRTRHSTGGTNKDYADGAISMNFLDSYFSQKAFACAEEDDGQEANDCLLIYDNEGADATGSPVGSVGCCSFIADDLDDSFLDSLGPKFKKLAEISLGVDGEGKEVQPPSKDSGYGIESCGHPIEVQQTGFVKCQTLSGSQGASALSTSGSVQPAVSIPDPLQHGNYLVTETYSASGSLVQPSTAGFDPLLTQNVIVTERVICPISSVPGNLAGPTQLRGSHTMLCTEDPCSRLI
HTR5A inv ctr: inverse agonist of human HTR5A in OPRM1-OPRD1 counter-screen; P47898; HTR5A cell line, luminescence, inverse agonism; inhibition, % at 9.3 µM; actives 0.083% (n = 340,000); AID 504634; in the data active = inhibition mostly above about 23%, no sharp cut-off; inactive = mostly below about 18%;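 note: 0% = cells with DMSO and 100% = no-cell wells with DMSO; some compounds called inactive have numbers as strong as hits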
Mot1-301 SUMO: SUMOylation pathway inhibition by Mot1-301 growth rescue | actives 1% (n = 320,000) | growth rescue, % at 18.8 µM | S. cerevisiae Mot1-301 growth rescue, ATP luminescence, 38.5C; percent above DMSO median, 100 means doubled;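 active = every valid replicate shows activation above 250% relative to neutral control wells; inactive = the rest, any valid replicate at or below 250%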;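 note: OY570 slx delta 5 strain wells were the positive control but not used for scaling; some compounds called inactive have numbers as strong as hits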
PfHsp90 set2: growth inhibition of yeast expressing Plasmodium Hsp90. S. cerevisiae expressing PfHsp90, BacTiter-Glo ATP, 48 h; yeast lacking PDR1 and PDR3 efflux regulators. AID 504621. actives 0.32% (n = 310,000). inhibition, % at 9.4 µM;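 active = every replicate shows inhibition above about 80%, whatever the replicate mean, limit read from the data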;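 note: 0% = DMSO neutral controls and 100% = 20 µM radicicol positive controls; yeast relying on Plasmodium falciparum Hsp90 in place of its own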
MOR-DOR ag: agonists of human mu-delta opioid receptor heterodimerization; P35372+P41143; cells, OPRM1-OPRD1 heterodimerization, luminescence; activation, % at 9.3 µM; actives 0.3% (n = 340,000); AID 504326; in the data active = activation above about 18%;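 note: 0% = vehicle-treated cells and 100% = reference agonist; values of inactives mirror those of a sister screen read the other way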
AddAB inh: less growth of phage-infected E. coli with AddAB; E. coli expressing H. pylori AddAB, absorbance growth; inhibition, % at 11.9 µM; actives 0.29% (n = 330,000); AID 435030; in the data active = inhibition above about 12%;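 note: 0% = vehicle wells of infected cells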
HTR5A ag ctr: activates human HTR5A in OPRM1-OPRD1 agonist counter-screen; actives 0.61% (n = 340,000); AID 504692; activation, % at 9.3 µM; HTR5A agonist assay, luminescence, cell-based; in the data active = activation mostly above about 9.5%, no sharp cut-off; inactive = mostly below about 7.6%;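 note: 0% = cells with vehicle only and 100% = reference agonist; strong numbers were not always called active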
phage Ecoli inh: E. coli growth loss with phage present | growth absorbance | inhibition, % at 11.9 µM | actives 0.26% (n = 360,000); in the data active = inhibition above about 11%
PKA-R1A activ: PKA-R1A complex activation | AID 504707 | activation, % at 11.4 µM | actives 0.083% (n = 340,000) | P00514+P68181 | PKA-R1A dissociation, Cy5-IP20 fluorescence polarization; scaled: DMSO 0%, 113 µM cGMP 100%;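 active = percent activation above the mean of all tested compounds plus 3 SD, cut at about 19% in these data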;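 note: higher means more PKAc released from R1A so a rise in polarization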
MOR-DOR inv ag: mu-delta opioid heterodimer inverse agonism | AID 504357 | actives 0.21% (n = 340,000) | P35372+P41143 | cell-based MOR-DOR heterodimer luminescence | inhibition, % at 9.3 µM; in the data active = inhibition above about 22%, passing the limit was not always enough;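 note: 0% = cells with DMSO and 100% = wells without cells with DMSO; values of inactives mirror those of a sister screen read the other way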
E coli growth: bacterial growth inhibition, counter-screen for AddAB inhibitors; AID 449728; actives 0.27% (n = 330,000); E. coli V3065 growth, OD600 absorbance, 18 h; inhibition, % at 11.9 µM;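 active = inhibition above the campaign's mean inhibition across all tested compounds plus 3 SD, cut at about 9.9% in these data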;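 note: uninfected addAB+ strain grown without phage in ampicillin broth; 0% = DMSO wells and 100% = ciprofloxacin 0.95 µg/ml wells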
* = called active by the depositor; / = not tested or not shown.

nr | Molecule | DSG3 Ab inh | HTR5A inv ctr | Mot1-301 SUMO | PfHsp90 set2 | MOR-DOR ag | AddAB inh | HTR5A ag ctr | phage Ecoli inh | PKA-R1A activ | MOR-DOR inv ag | E coli growth
1 | O=C1N(Cc2cccnc2)C[C@@H]2C[C@@H](c3ccccc3C(F)(F)F)N3CCC[C@@]123 | 90 | -10 | -20 | -6 | 3.1 | 6.3 | 0 | -1.4 | -4 | -16 | 0.7
2 | COCCCNC(=O)CN(c1cc(Cl)cc(Cl)c1)S(C)(=O)=O | 99 | -19 | -1 | / | -1.6 | 0.6 | 1 | 4.5 | -7 | 8 | -1.5
3 | O=[N+]([O-])c1cc(-c2csc(NCCc3nc4cc(C(F)(F)F)ccc4n3CCCO)n2)ccc1Cl | 101 | 30 | 2 | / | 5.0 | 2.2 | 0 | 1.4 | -8 | -28 | 0.3
4 | O=C(COC(=O)c1cc([N+](=O)[O-])ccc1N1CCOCC1)Nc1ncc(Cl)cc1Cl | 107 | 7 | 3 | -11 | -2.5 | 1.4 | -3 | 0.6 | -9 | 10 | 0.6
5 | CCCN(CC(=O)Nc1ccc(F)c(F)c1F)C(=O)c1cc([N+](=O)[O-])ccc1N1CCOCC1 | 94 | -10 | 2 | 11 | -3.7 | -2.7 | 6 | 2.2 | -4 | 20 | -1.6
6 | CCCCCc1c2c(cc(O)c1C(=O)O)OC(=O)c1cc(C(=O)CCCC)c(OC)cc1O2 | 103 | -13 | / | -20 | -0.7 | 0.9 | 2 | 1.6 | -9 | 3 | -3.2
7 | N#Cc1cc(N2CCOCC2)nc2ccccc12 | 99 | -3 | -24 | 1 | -1.7 | 2.3 | -3 | 3.1 | -7 | 9 | 1.1
8 | CC(=O)c1c(N2CCN(Cc3ccc4c(c3)OCO4)CC2)nc(=S)n(-c2ccccc2)c1C | 124 | -5 | 0 | -4 | 7.5 | 0.3 | 3 | 0.3 | -9 | -43 | -2.1
9 | NCCCNC(=O)c1cc2ccccc2[nH]1 | 106 | 8 | 0 | 5 | -2.0 | -2.3 | -3 | 2.7 | -13 | 11 | -1.6
10 | COc1ccc(-n2nc3c(c2NC(=O)CCCCl)CSC3)cc1 | 102 | 2 | 7 | 2 | -3.8 | -1.1 | 0 | 2.1 | 3 | 20 | -2.3
11 | c1ccc(C2CCC(N3CCNCC3)CC2)cc1 (stereo not given) | 94 | 3 | 35 | 12 | -2.0 | 2.8 | -1 | 3.4 | -11 | 12 | 4.0
12 | O=C(Oc1cc(-c2ccccc2)no1)c1ccc(Cl)cc1 | 104 | 7 | -7 | 9 | -0.7 | 2.7 | 0 | 2.1 | 1 | 3 | -0.9
13 | O=C1CCCC(O)=C1C=Nc1ccc2c(c1)oc1ccccc12 | 103 | 9 | 9 | -10 | -1.7 | 1.7 | 2 | -0.1 | -3 | 9 | -0.8
14 | O=C(O)c1ccc(/C=C2\SC(=S)N(Nc3ccccc3)C2=O)cc1 | 93 | -4 | 5 | 22 | 2.9 | 3.3 | 1 | 0.3 | 8 | -16 | 1.1
15 | CS(=O)(=O)c1cccc(NC(=O)C2CCCN2S(=O)(=O)c2ccc(F)cc2)c1 (stereo not given) | 112 | 18 | 258 | 12 | -1.3 | 4.4 | 1 | 0.6 | -6 | 9 | -1.3
16 | COc1ccc(O)c(CN2CC3CCC(CC3)C2)c1 | 98 | -7 | / | / | 0.5 | / | 2 | 0.9 | 5 | -3 | /
17 | CC(NC(=O)/C=C/c1ccc(Br)cc1)c1ccccc1 (stereo not given) | 97 | -8 | 104 | -3 | 0.8 | 2.9 | 2 | 5.2 | 1 | -5 | 0.9
18 | Nc1c(N(Cc2ccccc2)C(=O)COc2ccc(F)cc2)c(=O)[nH]c(=O)n1Cc1ccccc1 | 122 | 5 | 3 | 5 | 0.3 | -0.4 | 5 | 2.5 | -3 | -1 | 0.8
19 | O=c1c(-c2ccc(Br)cc2)coc2c(CN3CCOCC3)c(O)ccc12 | 100 | 9 | / | -5 | -2.9 | -0.6 | -3 | 0.6 | -8 | 16 | -1.4
20 | Cc1ccc(/C=N/n2c(C)cc(C)c(C#N)c2=O)o1 | 89 | 11 | 1 | -39 | 0.1 | 1.7 | 3 | 2.5 | 9 | -1 | -2.4
21 | CCN1CCCC1CNC(=O)c1ccc(CS(=O)(=O)c2ccccc2C)o1 (stereo not given) | 106 | -10 | -14 | 3 | -3.4 | 1.9 | 4 | 3.2 | 7 | 17 | 0.5
22 | Cc1cc(O)c(/C=N/Nc2ccc(F)cc2)c(=O)o1 | 103 | / | 177 | 4 | / | 1.5 | / | 3.1 | / | / | 0.1
23 | COc1ccccc1NC(=O)Nc1nc(CC(=O)Nc2cccc(F)c2)cs1 | 97 | 17 | 0 | 3 | 3.6 | 4.3 | 4 | 0.2 | -12 | -23 | 0.8
24 | COCCOC(=O)c1c(C)oc2ccc(OC(=O)c3ccc4c(c3)OCO4)cc12 | 105 | 13 | / | / | 1.1 | 3.1 | 4 | 1.5 | -9 | -6 | -0.3
25 | COc1ccc(C(C(=O)NCC2CCCO2)N(C(=O)CNC(=O)c2cccs2)c2ccccc2)cc1OC (stereo not given) | 97 | -3 | -4 | 2 | -2.6 | -0.2 | 1 | 3.1 | -5 | 15 | 0.4
26 | COc1ccc(C(=O)NCc2nnc(SCC(=O)N3CCc4ccccc43)n2Cc2ccccc2)cc1 | 100 | 12 | 18 | -12 | -4.2 | 1.9 | -5 | 2.4 | 2 | 21 | 1.4
27 | CN1CCCC1CCNc1ccc2c(=O)c3ccccc3oc2c1 (stereo not given) | 108 | 24 | 21 | 9 | -0.7 | 1.6 | -9 | 3.7 | 0 | 4 | -2.1
28 | NS(=O)(=O)c1ccc(NC(=O)c2ccc(S(=O)(=O)N3CCCCCC3)cc2)cc1 | 85 | 11 | 18 | / | -2.2 | 0.4 | -3 | 2.9 | 11 | 12 | -0.5
29 | CCCCC[C@H](O)/C=C/C1C(=O)C=C[C@H]1C/C=C\CCCC(=O)OC (stereo not given in full) | 101 | -18 | / | -16 | 0.0 | / | 5 | -1.8 | 5 | 0 | /
30 | Cc1c(Cl)cccc1NC(=S)NC1CCCC1 | 113 | 4 | 4 | 3 | -2.1 | -0.4 | -1 | 1.6 | 4 | 11 | -0.3
31 | O=C1CCCN1c1ccc(S(=O)(=O)Nc2cccnc2)cc1 | 98 | 4 | -28 | 36 | 0.3 | 0.9 | -1 | 5.0 | 4 | -2 | 1.0
32 | CCN(CC(=O)NCc1ccc(F)cc1)C(=O)c1ccc(C(=O)c2ccccc2)cc1 | 102 | -22 | 4 | -4 | -0.1 | 0.0 | 3 | -0.6 | -6 | 0 | -0.4
33 | Cc1cccc(-n2c(SCC(=O)Nc3nnc(C)s3)nnc2-c2ccoc2C)c1 | 83 | -25 | -11 | -25 | -2.2 | -0.8 | -3 | 1.4 | -5 | 14 | 0.2
34 | CCOC(=O)c1c(NC(=O)CSc2nnc(-c3ccccc3)n2CC)sc(C(C)=O)c1C | 104 | -1 | 39 | -2 | -1.7 | -0.3 | 11 | -0.6 | -2 | 10 | 1.6
35 | CN1CCN(C(=O)CSc2nc(-c3cccs3)cc(-c3cccs3)c2C#N)CC1 | 98 | 9 | 24 | 11 | 0.4 | -0.3 | 5 | / | -2 | -2 | -3.2
36 | O=C(COC(=O)CNC(=O)c1cc(Cl)cc([N+](=O)[O-])c1)NC(=O)NCc1ccco1 | / | 3 | 10 | 10 | -1.1 | 0.1 | -1 | 2.5 | -10 | 6 | -0.4
37 | Oc1ccc(Br)cc1C=Nc1cccn2cc(-c3ccccc3)nc12 | 100 | -5 | -6 | 11 | 0.3 | 3.9 | 7 | 5.3 | -9 | -2 | 1.8
38 | Clc1ccc(Cn2cc(Br)cn2)cc1Cl | 97 | -7 | 87 | -13 | 4.4 | 2.3 | 1 | -1.1 | -1 | -26 | -1.3
39 | COc1cccc(CNC(=O)C(=O)NCC2CCCN2S(=O)(=O)c2cc(C)ccc2C)c1 (stereo not given) | 98 | 2 | 10 | / | 0.1 | 1.3 | -1 | -0.7 | 0 | -1 | 0.9
40 | CCCSc1nc(-n2ncc(C#N)c2N)c2c3c(sc2n1)CCC(C)C3 (stereo not given) | 101 | -28 | -22 | -30 | 1.9 | 0.0 | -2 | 1.9 | -3 | -11 | -0.5
41 | COc1ccc(Cl)cc1N=Cc1c(O)cc(C)oc1=O | 95 | 10 | 6 | 3 | -1.2 | 2.2 | 10 | 0.2 | -3 | 7 | 1.1
42 | COc1ccccc1NC(=O)N1CCC(NC(=O)C2CCCCC2)CC1 | 103 | -16 | 16 | 10 | -0.3 | 2.0 | 3 | 2.3 | 6 | 3 | 1.9
43 | CCCC(=O)Nc1ccccc1NC(=O)CN(C)S(=O)(=O)c1ccccc1 | 111 | -10 | 5 | 2 | -1.8 | 4.8 | 0 | 0.3 | -6 | 7 | -1.0
44 | COC(=O)[C@H](Cc1ccccc1)NC(=O)[C@@H](N)CC(=O)OCc1ccccc1 | / | 2 | 4 | -9 | -1.6 | -1.7 | 4 | 2.1 | 4 | 9 | 0.1
45 | N/C(=N\OC(=O)CCCc1ccccc1)c1ccc([N+](=O)[O-])cc1 | 95 | -35 | -12 | -12 | 1.5 | 2.3 | 3 | 3.6 | 11 | -8 | -0.9
46 | COc1ccc(CN(CC(=O)NCC2CCCO2)C(=O)CCC(=O)Nc2cc(C)ccn2)cc1 (stereo not given) | 98 | -9 | / | 8 | -3.3 | / | 4 | 1.2 | -6 | 15 | /
47 | Fc1ccc(C2=CC(c3cccs3)n3nnnc3N2)cc1 (stereo not given) | 101 | -14 | -3 | -13 | -1.0 | -2.5 | -1 | -0.2 | -5 | 5 | -1.4
48 | Cc1ccnn1CCC(=O)N1CCCC(N2CCN(c3cccc(Cl)c3)CC2)C1 (stereo not given) | / | 5 | -7 | 11 | -0.4 | 2.4 | 1 | 3.2 | -3 | 2 | 0.6
49 | Cc1nn2c(N3CCOCC3)c3c(nc2c1-c1ccccc1)CCCC3 | / | 3 | -8 | -6 | 0.7 | 0.9 | -7 | 4.0 | -3 | -5 | -0.1
50 | COc1ccc(Nc2ncnc3c2c(C)c(C)n3CCO)cc1 | 88 | 3 | -5 | -19 | -2.2 | -0.7 | -1 | 3.6 | -16 | 13 | 2.2
51 | O=C(COc1ccccc1)N/N=C/c1ccc2c(c1)OCO2 | 98 | 17 | 12 | 6 | -2.2 | -0.8 | -1 | 3.7 | -12 | 11 | -2.2
52 | c1ccc(NCc2cccnc2)cc1 | 106 | 10 | 292* | 12 | -2.9 | 3.1 | -4 | 3.3 | -12 | 16 | -0.2
53 | C=CCNc1ccc(C(=O)O)cc1 | 96 | 15 | 13 | -8 | -1.5 | 1.8 | -1 | 4.0 | -9 | 10 | 1.0
54 | CC1(c2ccccc2)NC(=O)N(CC(=O)Nc2cc(Cl)ccc2N2CCOCC2)C1=O (stereo not given) | 104 | -4 | 268 | -28 | 0.6 | 0.2 | 1 | -0.7 | 1 | -4 | 2.4
